L3MBTL1 block: blocks human L3MBTL1; AlphaScreen L3MBTL1–H3K9me1 peptide binding; Potency, µM (doses to about 57.1 µM), inactives show at the top dose activity, negative = inhibition, usual class: inhibitors; hit rate 0.66% among 230,000; note: nearly all actives have a fitted effect of over 60% in size
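L3MBTL1 50 nM + b-AHA-H3(1-15)K9me1 75 nM, 30 min RT; compound added, 30 min RT; streptavidin donor/Ni-chelate acceptor beads 10 ug/mL each final, 30 min RT dark; AlphaScreen read.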
Tau fibril ThT: tau fibrillization inhibition (ThT binding); recombinant tau K18 P301L (four-repeat tau fragment), heparin-induced fibrillization, ThT fluorescence; P10636; Potency, µM (top dose mostly 57.4 µM), for inactives: at the highest dose activity, negative = inhibition, hits mostly inhibitors; hit rate 2.1% among 270,000; note: nearly all actives have a fitted effect of over 55% in size
Target sequence (P10636 561-689 P618L limits assumed): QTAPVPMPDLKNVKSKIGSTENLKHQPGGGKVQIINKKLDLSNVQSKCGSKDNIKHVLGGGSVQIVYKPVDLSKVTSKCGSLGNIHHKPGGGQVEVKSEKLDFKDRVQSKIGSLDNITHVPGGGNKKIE
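K18 P301L tau (15 uM + 0.24 uM Alexa 594-tagged), heparin 20 uM, NaOAc pH 7, 6 h 37 C; ThT 30 uM, 1 h RT, ex 450/em 510 nm.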
TexasRed fluor: alters Texas Red total fluorescence, flagging assay interference | hit rate 0.29% among 280,000 | TRb/SRC2 Texas Red total fluorescence interference | Potency, µM (highest dose often 106 µM), for inactives: top-dose fluorescence change, negative = quenching; active = well fitted curve in either direction with a large enough effect; inconclusive = small, poorly fitted or top-dose-only effect
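Human TRb ligand-binding domain at 0.6 uM with 20 nM Texas Red SRC2 peptide in Tris buffer containing 1 uM T3 and 5% DMSO, incubated with compound 5 h at ambient temperature. Total fluorescence (555/632 nm) calculated as parallel + 2 × perpendicular.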
Tau FP inhib: inhibitors of human tau fibril formation; AID 1468; Potency, µM (doses to about 57.7 µM), without a hit: at the top dose activity, negative = inhibition, usual class: inhibitors; K18 P301L tau heparin fibrillization, Alexa594 FP, 6 h; hit rate 0.39% among 280,000; note: nearly all actives have a fitted effect of over 55% in size
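Human tau K18 […] P301L fragment, 15 uM unlabeled plus 0.24 uM Alexa 594-labeled tau (final), with compound and 20 uM heparin in 100 mM sodium acetate pH 7; 6 hr at 37 C, then Alexa 594 FP read.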
RECQ1 inh: blocks DNA unwinding by human RECQ1. hit rate 0.54% among 240,000. RECQ1 DNA unwinding, red fluorescence kinetic read. P46063. Potency, µM (top dose mostly 57.3 µM), without a hit: at the highest dose activity, negative = inhibition, usual class: inhibitors;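 note: plate controls were vehicle for no effect and no enzyme for full effect; nearly all actives have a fitted effect of over 30% in size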
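RECQ1T1 50 nM; forked duplex (20 bp + 30-nt ss tails) 200 nM, ATP 2 mM final; pH 8.0, 2 mM MgCl2, 2.5 ug/ml poly(dI-dC); 15 min compound preincubation; discontinuous kinetic read over 2 h at RT.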
TRb SRC2 PPI: disrupts binding of human TR beta to SRC2. P10828. TRbeta-SRC2 peptide binding, fluorescence polarization; receptor liganded with 1 µM T3. Potency, µM (series often up to 106 µM), without a hit: at the top dose activity change, negative = inhibition, actives largely listed as inhibitors. AID 1469. hit rate 0.065% among 280,000;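 note: plate controls were bound peptide for no effect and peptide without receptor for full effect; nearly all actives have a fitted effect of over 50% in size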
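Quantitative HTS by FP: 0.6 uM TRb LBD, 20 nM labeled SRC2 20-mer, 1 uM T3, 5% DMSO; 5 hr ambient incubation; % activity per concentration and potencies from concentration series.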
JMJD2E inh: JMJD2E (human) inhibition; B2RXH2; JMJD2E catalytic domain, FDH-coupled NADH fluorescence (FDH is formaldehyde dehydrogenase); Potency, µM (titrated, usually from 57.1 µM), without a hit: top-dose activity change, negative = inhibition, actives largely listed as inhibitors; hit rate 1.6% among 230,000; active = well fitted inhibition curve with a large enough effect, not every such curve was filed as active; inconclusive = small, poorly fitted or top-dose-only effect, or another doubt; inactive = no such curve, though single readings can be large or run the other way;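 note: 0% = wells with enzyme and -100% = buffer wells without enzyme; nearly all actives have a fitted effect of over 50% in size; many of its hits are not listed in these tables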
Target sequence (B2RXH2 1-337 limits assumed): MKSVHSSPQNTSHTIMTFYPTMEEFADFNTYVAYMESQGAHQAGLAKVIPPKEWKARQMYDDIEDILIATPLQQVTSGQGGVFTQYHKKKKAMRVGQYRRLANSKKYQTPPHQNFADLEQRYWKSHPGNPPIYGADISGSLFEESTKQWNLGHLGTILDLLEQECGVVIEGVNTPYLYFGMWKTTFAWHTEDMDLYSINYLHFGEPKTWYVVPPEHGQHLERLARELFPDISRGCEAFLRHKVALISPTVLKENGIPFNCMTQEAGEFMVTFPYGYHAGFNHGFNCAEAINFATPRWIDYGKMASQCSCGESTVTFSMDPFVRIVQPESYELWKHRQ
RGS12 GoLoco inh: inhibitors of human Gai1-RGS12 GoLoco interaction (red fluorophore); P63096; Gai1:RGS12 GoLoco peptide FP, rhodamine, 10 min; Potency, µM (doses to about 61.6 µM), inactives show at the highest dose activity, negative = inhibition, actives largely listed as inhibitors; hit rate 0.44% among 230,000; AID 880; active = well fitted inhibition curve with a large enough effect, not every such curve was filed as active; inactive = no such curve, though single readings can be large or run the other way; note: nearly all actives have a fitted effect of over 30% in size; many of its hits are not listed in these tables
Target sequence (P63096 whole entry, looked up): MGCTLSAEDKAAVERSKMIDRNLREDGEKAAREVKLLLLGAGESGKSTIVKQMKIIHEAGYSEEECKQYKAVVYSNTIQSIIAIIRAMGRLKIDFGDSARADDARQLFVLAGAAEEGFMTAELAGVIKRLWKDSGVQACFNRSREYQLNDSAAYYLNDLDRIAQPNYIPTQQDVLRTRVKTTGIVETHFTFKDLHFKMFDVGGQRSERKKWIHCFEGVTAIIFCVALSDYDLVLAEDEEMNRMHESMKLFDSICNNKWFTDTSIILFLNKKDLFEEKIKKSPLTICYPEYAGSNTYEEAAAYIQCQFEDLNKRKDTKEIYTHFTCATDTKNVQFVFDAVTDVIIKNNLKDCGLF
Numbers without * were called inactive; i = inactive; ? = inconclusive; . = not tested or not shown; & = joins results of further samples; [ ] = dose if it differs, or a comment. Unless noted, calls come from the whole dose curve; as a rule, active = well fitted curve in the direction sought with a large enough effect; inconclusive = small, poorly fitted or top-dose-only effect, or another doubt; inactive = no such curve, though single readings can be large; an effect the other way counts as inactive or inconclusive. Unless noted, % is set by controls: 0 for no effect and ±100 for the full control effect; potency is the fitted concentration of half-maximal effect. This is a subset; rates above refer to the full screens.

SMILES	L3MBTL1 block	Tau fibril ThT	TexasRed fluor	Tau FP inhib	RECQ1 inh	TRb SRC2 PPI	JMJD2E inh	RGS12 GoLoco inh
Cc1cc(Nc2ccc(C)c(Cl)c2)nc(N2CCOCC2)n1	-11.8%	-15.1%	-1.8%	10.6%	-3.8%	1.5%	-18.1%	0.4%
COC(=O)c1nc(N)sc1-c1ccc(Cl)cc1	?	-4.6%	-0.6%	-3.9%	-1.4%	-0.9%	?	2.4%
CCCCCC(=O)/C=C/[C@@H]1[C@@H](C/C=C\CCCC(=O)O)[C@@H](O)C[C@H]1O	.	-5.6%	-0.2%	2.1%	-1.3%	-8.0%	12.9%	3.6%
COc1ccc(NC(=S)N(Cc2cccnc2)Cc2cc3cc(OC)c(OC)cc3[nH]c2=O)cc1	-3.8%	-14.0%	-0.5%	-14.4%	-1.5%	-1.5%	?	5.4%
CC(=O)Nc1nnc(SCC(=O)NC(C)(C)C)s1	22.7%	-2.4%	-9.2%	0.2%	i	-3.4%	-14.6%	11.8%
CC(=O)N1CCc2cc(S(=O)(=O)NC(Cc3ccccc3)C(=O)Nc3cccc(C)c3)ccc21 (stereo unspecified)	.	-1.9%	-2.1%	-13.5%	.	-7.9%	.	.
CC(C)C1N=C2c3ccccc3N=C(SCC(=O)NCCc3ccc(S(N)(=O)=O)cc3)N2C1=O (stereo unspecified)	5.0%	-2.9%	2.4%	4.2%	-11.7%	-16.6%	?	-19.1%
Cc1cc(OCC(=O)Nc2ccc(S(=O)(=O)N3CCN(C)CC3)cc2)ccc1Cl	2.2%	8.6%	-5.2%	5.1%	i	-4.8%	-3.0%	-11.4%
O=C(CNC(=O)c1ccc(Br)o1)OCC(=O)c1cccc([N+](=O)[O-])c1	4.5%	-2.3%	0.6%	4.0%	i	-7.7%	-5.2%	1.4%
COc1ccc(COC(=O)NC2CCN(S(=O)(=O)c3ccc(OC)cc3)CC2)cc1	-3.8%	-2.7%	1.9%	1.4%	-8.9%	4.2%	-2.9%	-2.7%
Clc1ccccc1CSc1nc(NCCc2ccccc2)c2ccccc2n1	.	-2.9%	-1.3%	-8.4%	.	5.7%	.	.
CNS(=O)(=O)c1cc(C(=O)O)ccc1OC	4.2%	-0.3%	-3.2%	-2.0%	i	1.1%	9.2%	2.1%
COc1ccccc1C(=O)Nc1ccc(-c2nnn(CC(=O)N3CCOCC3)n2)cc1	-6.8%	3.1%	-2.8%	-13.3%	i	8.4%	-9.1%	7.5%
CCOC(=O)c1c(NC(=O)CN2CCCCC2)sc(CN(C)C)c1-c1ccccc1	.	-7.8%	-1.1%	6.8%	-20.3%	-2.9%	-0.6%	-0.6%
Cc1cccc(C)c1NC(=O)C(c1ccccc1)N1CCC1=O (stereo unspecified)	6.0%	-2.0%	-1.2%	-0.9%	-2.0%	-14.5%	0.6%	-0.6%
Cc1ccc(NC(=O)CSCc2ccc(F)cc2)cc1	7.5%	-6.5%	-0.1%	2.5%	-4.4%	-2.9%	7.7%	-1.3%
O=C1N/C(=C\c2ccc(N3CCOCC3)c(F)c2)C(=O)N1Cc1ccccc1	3.7%	-3.8%	-0.4%	14.0%	0.2%	-6.7%	?	-6.2%
COc1nc(-c2ccccc2)ccc1-c1noc(-c2ccco2)n1	7.6%	?	2.9%	?	-5.2%	-4.2%	?	3.55µM*
COC(=O)[C@@H]1C[C@H]2CC[C@H](O)C[C@H]2N1Cc1ccccc1OC(=O)c1cccs1	.	-3.7%&-6.4%	-4.5%&0.3%	2.2%&-0.2%	-8.3%&-15.8%	-3.0%&-4.0%	-28.4%&2.5%	49.3%&28.7%[activator]
Cc1ccc(NC(=S)N2CCc3[nH]c4ccccc4c3C2)cc1	.	.	-3.3%	-1.9%	-24.2%	6.2%	-5.9%	0.6%

Overlap with the part before: 2 entries, then new ones.
SMILES	L3MBTL1 block	Tau fibril ThT	TexasRed fluor	Tau FP inhib	RECQ1 inh	TRb SRC2 PPI	JMJD2E inh	RGS12 GoLoco inh
COC(=O)[C@@H]1C[C@H]2CC[C@H](O)C[C@H]2N1Cc1ccccc1OC(=O)c1cccs1	.	-3.7%&-6.4%	-4.5%&0.3%	2.2%&-0.2%	-8.3%&-15.8%	-3.0%&-4.0%	-28.4%&2.5%	49.3%&28.7%[activator]
Cc1ccc(NC(=S)N2CCc3[nH]c4ccccc4c3C2)cc1	.	.	-3.3%	-1.9%	-24.2%	6.2%	-5.9%	0.6%
O=C(Nc1cccc(C(F)(F)F)c1)N1CCC(CN2CCCCCC2)CC1	.	-11.3%	4.7%	-0.6%	.	0.3%	.	.
CCOc1ccccc1CNC(=O)c1ccc2c(c1)nc1n2CCCCC1	.	2.4%	1.4%	-0.2%	.	3.7%	.	.
O=C(CSc1nc2ccccc2nc1SCC(=O)N1CCCCC1)N1CCCCC1	42.5%[activator]	-6.9%	-5.5%	-0.5%	-2.9%	-0.5%	1.4%	.
CC(=O)c1cccc(NC(=O)Cn2cnc3c2c(=O)n(C)c(=O)n3C)c1	.	4.0%	-1.6%	-14.3%	.	0.2%	.	.
Cc1cc(C)n(-c2ccc(F)cc2)c(=O)c1C#N	0.5%	-6.2%	0.7%	-5.7%	-4.3%	4.1%	?	-19.4%
CCN1CCN(C(=O)Cn2ncc3c4ccccc4n(Cc4ccccc4)c3c2=O)CC1	.	5.2%	-1.1%	0.2%	.	1.9%	.	.
COc1ccc(C(=O)NC2CCN(S(=O)(=O)Cc3ccccc3)CC2)c(OC)c1	.	-4.9%	-4.1%	-2.7%	-1.9%	5.6%	0.2%	-1.1%
Cc1ccc(-c2cc(N)n(-c3ccc(F)cc3)n2)cc1	-9.1%	-17.4%	-2.4%	11.0%	-0.1%	-2.2%	-27.0%	8.5%
COc1cccc2c(=O)c(SC(F)(F)C(F)C(F)(F)F)c(C)[nH]c12 (stereo unspecified)	-7.6%	-6.9%	0.0%	-7.4%	-1.9%	-14.2%	?	8.2%
Cc1ccc(NC(=O)CSc2nnc(-c3ccncc3)o2)cc1	-1.8%	-15.7%	-0.3%	0.4%	-6.8%	1.3%	0.1%	2.6%
COc1cc(OC)c(C(=O)OCC(=O)N(Cc2ccccc2)C(C)(C)C)cc1OC	-1.3%	-4.8%	2.0%	5.0%	i	6.0%	-14.4%	7.6%
COc1ccc(C2c3c(oc4ccccc4c3=O)C(=O)N2c2nc(C)c(C)s2)cc1 (stereo unspecified)	.	-9.2%	-8.0%	-6.8%	.	3.3%	.	.
O=C1C2C3C=CC(C3)C2C(=O)N1/N=C/c1cn(Cc2ccccc2)c2ccccc12 (stereo unspecified)	35.1%[activator]	-13.5%	-0.2%	-12.3%	6.1%	-1.1%	8.1%	16.4%
O=C(NCc1ccccc1)c1ccc(N2C(=O)C3CCCCC3C2=O)cc1 (stereo unspecified)	-8.7%	-7.4%	-1.4%	4.6%	6.1%	1.6%	3.3%	-0.8%
COc1ccc(-c2nnn(CC(=O)N3CCN(c4ccccc4OC)CC3)n2)cc1	3.4%	-15.5%	-2.1%	-7.6%	-2.0%	-3.8%	-2.0%	-0.4%
N#C/C(=C\c1ccc2c(c1)OCO2)C(N)=S	-4.4%	-16.7%	-2.8%	0.8%	8.8%	5.2%	-4.0%	2.8%
Cc1onc(C(=O)NCc2ccc(F)cc2)c1[N+](=O)[O-]	.	-16.6%	-1.7%	11.1%	-11.7%	2.3%	8.1%	2.0%
Cc1ccc(CNC(=O)CN2CCN(Cc3ccc(C)cc3)C2=O)cc1	.	-0.7%	2.4%	4.0%	i	-4.9%	6.7%	6.4%
Nc1nnc(-c2ccccc2F)s1	-11.2%	-7.5%	0.7%	-1.6%	18.9%	-1.2%	?	-0.3%
CCOc1ccc(NC(=O)c2nn(C)c3c2COc2ccccc2-3)cc1	.	-12.5%	-1.3%	-5.3%	.	-6.0%	.	.
Cc1ccc(C2=NN(CC(=O)NCCc3ccccc3)C(=O)CC2)cc1	.	-4.6%	-1.2%	-7.2%	.	-13.1%	.	.
CCOC(=O)c1c(-c2ccccc2)csc1NC(=O)c1cc(-c2cccc(OC)c2)on1	.	31.6µM*	7.5%	?	.	-5.2%	.	.
CCn1c2ccccc2c2cc(CN3CCN(Cc4ccc(Br)cc4)CC3)ccc21	.	?	?	-2.5%	.	2.8%	.	.
O=C(CCSc1ccccc1)Nc1nccs1	.	-18.2%	-1.5%	-1.3%	i	2.4%	-5.4%	0.1%
O=C(Cc1cccs1)N1CCC(c2nc3c(nnn3Cc3ccccc3)c(=O)[nH]2)CC1	-0.6%	-1.6%	-0.2%	3.1%	-2.4%	3.6%	1.9%	25.6%
Cc1ccc(S(=O)(=O)Nc2nc(C)cc(-n3nc(C)cc3C)n2)cc1	.	-7.8%	-0.5%	3.1%	i	-0.3%	-12.6%	-0.6%
O=S(=O)(CCN1C=CC(C(F)(F)F)=NCC1)c1ccc(Cl)cc1Cl	3.7%	0.2%	-0.4%	-8.0%	i	2.3%	0.2%	7.0%
COC(=O)c1c(SCc2ccc(C#N)cc2)nc(=O)[nH]c1C	10.4%	-3.5%	-1.1%	6.1%	i	-2.8%	?	10.7%
C=CCc1cccc(C=Nc2cc(Br)ccc2O)c1O	-4.6%	?	-1.9%	1.4%	10.9%	10.8%	-0.4%	6.8%
CC(C)OCCCNC(=S)Nc1ccc2nc3n(c(=O)c2c1)CCCCC3	2.1%	-5.3%	-0.1%	1.2%	-3.3%	3.9%	?	3.4%
CCN(CC)S(=O)(=O)c1ccc2c(c1)c(=O)c(C(=O)NCc1ccco1)cn2C	-3.9%	-0.2%	-2.3%	-0.2%	-6.2%	-6.3%	-0.4%	5.0%
CCOC(=O)N1CCN(C(=O)C2CCN(S(C)(=O)=O)CC2)CC1	?	-2.7%	0.4%	1.2%	i	-16.0%	4.7%	12.7%
CC(OC(=O)c1cn(-c2ccccc2)nc1-c1cccnc1)C(N)=O (stereo unspecified)	.	-7.4%	-8.6%	-8.3%	-12.0%	6.1%	2.1%	6.2%
COc1cccc(N/C(N)=N/c2nc(CSc3ccccn3)cc(=O)[nH]2)c1	.	-0.2%	0.6%	-8.5%	-1.7%	-0.1%	-0.8%	9.1%

Individual results from the list.
For Tau fibril ThT, Cc1ccc(C2=NN(CC(=O)NCCc3ccccc3)C(=O)CC2)cc1 has -4.6%
For JMJD2E inh, CCOC(=O)N1CCN(C(=O)C2CCN(S(C)(=O)=O)CC2)CC1 has 4.7%
